High-throughput results: PubChem BioAssay, National Center for Advancing Translational Sciences (NCATS)
aSyn tox rescue = alpha-synuclein toxicity suppression in yeast; 94,000 tested, 0.02% active; Potency, µM (series often up to 46.1 µM), for the others: at the highest dose growth rescue (activation), hits mostly activators; S. cerevisiae alpha-synuclein toxicity rescue, BacTiter-Glo growth, 24 h; active = well fitted activation curve with a large enough effect; note: 0% is about no effect
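Growth restoration measured by BacTiter-Glo luminescence after 24 hr at 30 deg C; alpha-synuclein yeast, raffinose-pregrown to mid-log, were added at OD600=0.02 in galactose medium onto pinned compounds.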
* hit, by the source's call; [ ] = dose if it differs, or a comment. Potency is the fitted concentration of half-maximal effect.

SMILES	aSyn tox rescue
Cc1cccc(NC(=O)COC(=O)c2c(-c3ccccc3)noc2C)c1	-9.2%
CCOc1ncccc1C(=O)N1CCN(c2cc(Cl)ccc2C)CC1	3.7%
CNS(=O)(=O)c1cn(CC(=O)N2CCN(c3ccccc3OC)CC2)cc1S(=O)(=O)NC	1.6%
COc1ccc(-n2c(-c3ccc(Br)cc3)c[n+]3c2CCCCC3)cc1	0.7%
Cc1nc2c(-c3ccccc3)c(C)[nH]n2c(=O)c1Cc1ccccc1	4.3%
CN(C)S(=O)(=O)c1cccc(-c2nnc(SCC(=O)NCCCCCC(=O)O)n2-c2ccc(F)cc2)c1	-3.1%
C=CCc1ccccc1OCCNCc1ccccc1	-11.3%
COC(=O)CC(=O)CSc1nc2cc(C(=O)NC(C)C)ccc2c(=O)n1CCc1ccccc1	-0.1%
Cc1ccc(Cn2c(CNS(=O)(=O)c3cccc([N+](=O)[O-])c3)nc3cccnc32)cc1	-15.5%
COc1ccc(N2CCN(CCCNC(=O)C3CCC(CNc4nc(=S)[nH]c5ccccc45)CC3)CC2)cc1 (configuration not stated)	7.3%
COc1ccc(C(=O)NC(=S)NNC(=O)c2ccco2)cc1	14.3%
COc1ccc(/C=N/NC(=O)Cn2nc(C)c([N+](=O)[O-])c2C)cc1	3.6%
CN(C)S(=O)(=O)N1CCC(N2CCN(Cc3ccc(F)cc3)C(=O)C2=O)CC1	0.0%
O=C(Nc1nccs1)C1CCN(S(=O)(=O)c2ccccc2)CC1	-2.4%
CCc1nn(CCCC(=O)N2CCN(c3cccc(OC)c3)CC2)c(=O)c2cc3occc3n12	-2.8%
Cc1nc(N)nc(Nc2ccc(C#N)cc2)c1Br	-9.6%
C[C@@H]1CN([C@H](C)CO)C(=O)CCCn2nncc2CO[C@H]1CN(C)S(=O)(=O)c1cn(C)cn1	4.5%
Cc1ccc(C(=O)Nc2ccc(S(=O)(=O)N(Cc3ccccc3)c3ccccc3)cc2)cc1	-5.1%
O=S(=O)(NCCS(=O)(=O)N1CCN(c2ccccc2)CC1)c1ccccc1	-8.9%
CCc1ccc(N/C(N)=N/c2nc(CSc3ncccn3)cc(=O)[nH]2)cc1	-4.9%
COc1ccc(CNC(=O)c2ccc3nc(CCc4ccccc4)oc3c2)cc1	-10.2%
Cc1ccc(NC(=O)c2cc([N+](=O)[O-])ccc2N2CCOCC2)cc1S(=O)(=O)N(C)C	5.7%
CC(Oc1ccccc1)C(=O)Nc1ccccc1C(=O)OCc1cc(=O)n2nc(C3CC3)sc2n1 (configuration not stated)	3.1%
COc1ccc(-c2nn(-c3ccccc3)cc2/C=C(\C#N)C(N)=O)cc1[N+](=O)[O-]	2.8%
Cc1ccc(CSc2nc3cc(C(=O)NC4CCCC4)ccc3c(=O)n2Cc2ccccc2)cc1	-3.4%
Cc1ccc(C)c(N2CCN(C(c3ccc(F)cc3)c3nnc(-c4ccccc4)o3)CC2)c1 (configuration not stated)	3.6%
Cc1cccc(NC(=O)CSc2ncc3c(n2)-c2cc(Cl)ccc2N(C)S3(=O)=O)c1C	2.5%
COc1ccc2c(c1)sc1ncc(C(=O)NCc3ccccc3F)c(=O)n12	3.8%
O=C1COc2ccc(C(=O)COC(=O)c3nc(Cl)ccc3Cl)cc2N1	-8.9%
CN(C(=O)CSc1ncnc2scc(-c3ccccc3)c12)C1CCS(=O)(=O)C1 (configuration not stated)	17.7%
CCOc1ccccc1N1CC(C(=O)Nc2cc(S(C)(=O)=O)ccc2Cl)CC1=O (configuration not stated)	-9.3%
COc1ccc(Cl)cc1NC(=O)CSc1nnc(Cc2cccn2C)n1-c1ccc(F)cc1	19.4%
CN1CCN(CCCNC(=O)Cn2c(-c3cccs3)cc3ccccc32)CC1	1.9%
CCN(CC)S(=O)(=O)c1cc(NS(=O)(=O)c2ccccc2)ccc1C	-4.3%
CC(C)c1ccccc1NC(=O)CC1(CC(=O)O)CCCC1	-3.8%
Cc1ccc(C)c(CN2C(=O)C3(c4ccccc42)N(c2cccc(C(F)(F)F)c2)C(=O)CS3(=O)=O)c1 (configuration not stated)	3.8%
CCc1ccc(NC(=O)C(C)OC(=O)Cn2[nH]c(=O)c3ccccc3c2=O)cc1 (configuration not stated)	0.5%
COc1cccc(-c2cc(C(=O)Nc3ccc4c(c3)OCO4)no2)c1	0.6%
COc1ccccc1CNC(=O)c1cc(S(=O)(=O)N2CCOCC2)cn1C	-5.8%
CC1CCCN(C(=O)C(Cc2ccccc2)n2cccc2)C1 (configuration not stated)	-5.0%
O=c1cc(-c2ccccc2)n2c(SCc3cccc([N+](=O)[O-])c3)nnc2[nH]1	2.4%
CCOC(=O)C1=C(COC(=O)CCOc2ccccc2C)NC(=O)NC1C (configuration not stated)	-0.1%
COc1ccc(NC(=O)CSc2c3c(nc4ccc(Cl)cc24)CCCC3)cc1Cl	-3.4%
CN(CC(=O)Nc1c(Cl)cccc1Cl)C(=O)c1ccccc1Cc1ccccc1	4.9%
C[C@@H]1CN([C@@H](C)CO)C(=O)CCCn2nncc2CO[C@@H]1CN(C)C(=O)Nc1cccc(Oc2ccccn2)c1	8.6%
O=C(c1ccco1)n1nc(-c2ccc(Cl)cc2)nc1NCc1ccccc1	-33.3%[inhibitor]
CCN(CC(=O)Nc1ccccc1OC)C(=O)CN1C(=O)NC2(CCCC2)C1=O	-5.0%
O=C(Nc1cccc(-c2cn3cccnc3n2)c1)c1cc(Br)ccc1Cl	-2.6%
CC1CCCCN1C(=O)CN1CCSc2ccccc21 (configuration not stated)	-5.2%
CC(C)n1c(SCCCc2ccccc2)nc2c1c(=O)[nH]c(=O)n2C	5.0%

The listing continues.
SMILES	aSyn tox rescue
Nc1nc(N)c(N=Nc2ccc(SCC(=O)O)cc2)c(=O)[nH]1	-10.4%
Cc1cccc(NC(=O)C(=O)NCCc2sc(-c3ccccc3)nc2C)c1C	6.4%
Cc1ccc(NC(=O)CCCn2c(=O)c3cccn3c3ccccc32)cc1C	-11.5%
Cc1cc(C)cc(N2CCn3c2nc2c3c(=O)n(Cc3c(F)cccc3Cl)c(=O)n2C)c1	-2.3%
Cc1c(Cl)cccc1NC(=O)CCn1cnnn1	-2.5%
CCCCC(=O)Nc1ccc2c(c1)nc(CCN1CCN(C)CC1)n2C	-0.2%
Cc1sc2c(c1C)c(=O)n(CCc1ccccc1)c(=O)n2Cc1ccccc1Cl	-4.4%
CCOc1ccccc1NC(=O)c1cc2c(=O)n(Cc3cccnc3)ccc2nc1C	2.0%
Cc1ccc(CSCC(=O)N(C)CC(=O)Nc2ccc(C)cc2)cc1	13.3%
CCCCCn1c(C(C)NC(=O)c2ccccc2)nc2ccccc21 (configuration not stated)	-0.4%
COc1ccc(NC(=O)c2cc3c(C)nn(-c4ccccc4)c3s2)c(OC)c1	-5.1%
CN1CCN(C(=O)/C(=C/c2ccc(F)cc2)NC(=O)c2ccccc2)CC1	-7.7%
CN1CCN(CCCNC(=O)c2ccc(/C=C3\Sc4ccccc4N(Cc4ccc(F)cc4)C3=O)cc2)CC1	-12.2%
O=C(NCC1CCCN1S(=O)(=O)c1cccs1)C(=O)Nc1ccccc1F (configuration not stated)	-4.0%
O=C(Nn1cnnc1)c1ccc(Cl)c([N+](=O)[O-])c1	7.4%
CC1CCN(S(=O)(=O)c2ccc(NC(=O)CN3C(=O)NC(C)(c4ccccc4)C3=O)cc2)CC1 (configuration not stated)	-6.2%
Cc1cc(SCC(=O)Nc2nsc(-c3ccc(C(C)(C)C)cc3)n2)nc2ccccc12	-6.1%
CC(C)(C)c1ccc(C(=O)O/N=C(\N)Cc2cccs2)cc1	-75.7%[inhibitor]
COc1ccc(Cc2nnc(N/N=C/c3ccc(N(C)C)cc3)[nH]c2=O)cc1OC	-9.7%
COc1ccc(/C=C/C(=O)OCC(=O)NC(=O)NC(C)(C)C)cc1	13.6%

Structures shown so far that have an NH in an aromatic ring:
SMILES	aSyn tox rescue
Cc1nc2c(-c3ccccc3)c(C)[nH]n2c(=O)c1Cc1ccccc1	4.3%
COc1ccc(N2CCN(CCCNC(=O)C3CCC(CNc4nc(=S)[nH]c5ccccc45)CC3)CC2)cc1 (configuration not stated)	7.3%
CCc1ccc(N/C(N)=N/c2nc(CSc3ncccn3)cc(=O)[nH]2)cc1	-4.9%
CCc1ccc(NC(=O)C(C)OC(=O)Cn2[nH]c(=O)c3ccccc3c2=O)cc1 (configuration not stated)	0.5%
O=c1cc(-c2ccccc2)n2c(SCc3cccc([N+](=O)[O-])c3)nnc2[nH]1	2.4%
CC(C)n1c(SCCCc2ccccc2)nc2c1c(=O)[nH]c(=O)n2C	5.0%
Nc1nc(N)c(N=Nc2ccc(SCC(=O)O)cc2)c(=O)[nH]1	-10.4%
COc1ccc(Cc2nnc(N/N=C/c3ccc(N(C)C)cc3)[nH]c2=O)cc1OC	-9.7%

(further entries)
SMILES	aSyn tox rescue
CCOC(=O)c1c(-c2ccc(C)cc2)csc1NC(=O)c1cc(=O)c2ccc(C)cc2o1	-11.0%
Cc1ccc2nc(-c3ccc(N4CCOCC4)cc3)c(Nc3ccccc3C)n2c1	-3.7%
COc1ccc(C(=O)N[C@H](C(=O)OCC(=O)NC(=O)c2cccn2C)C(C)C)cc1	-2.9%
CC1CN(C(=O)CSc2nc(N)c(NC(=O)c3ccc(C(F)(F)F)cc3)c(=O)[nH]2)CC(C)O1 (configuration not stated)	0.6%
COc1cc(C(=O)Nc2ccc3[nH]c(=O)sc3c2)cc(OC)c1OC	-4.5%
Cc1ccc(NC(=O)N2CC3CCCN3c3ccccc32)cc1Cl (configuration not stated)	-2.5%
COc1ccc(NC(=O)CN2C(=O)NC3(CCCC3)C2=O)cc1Cl	0.2%
Cc1cccc(N2CCN(C(=O)c3cc4c(=O)n(C)c5ccccc5c4s3)CC2)c1C	3.0%
C[C@@H]1CN([C@@H](C)CO)C(=O)c2cc(Br)cnc2O[C@@H]1CN(C)Cc1ccc(Oc2ccccc2)cc1	7.4%
COc1ccc(NC(=O)c2c(NC(=O)COc3ccccc3)sc3c2CCC(C)C3)cc1 (configuration not stated)	2.6%
COc1cc(NC(=O)Cn2c(=O)n(CC(=O)NCCc3ccc(OC)c(OC)c3)c(=O)c3sccc32)cc(OC)c1	-3.7%
Cc1ccc2nc3c(c(C(=O)OCC(=O)N(C)C4CCS(=O)(=O)C4)c2c1)CCCC3 (configuration not stated)	-3.5%
COc1ccc(S(=O)(=O)N2CCCC2CNC(=O)C(=O)NC2CCCC2)cc1 (configuration not stated)	1.7%
COc1ccc2c(c1)c(=O)c(S(=O)(=O)c1ccccc1)cn2CC(=O)Nc1ccc(C)c(Cl)c1	0.2%
CCn1c(SCC(=O)Nc2ccc(C)cc2)nc2nc3c(cc2c1=O)COC(C)(C)C3	6.3%
CSC1=NN(c2ccccc2)CN(c2ccccc2)N1C	-18.3%
Cc1ccc(N2CC(C(=O)Nc3ccc(S(=O)(=O)Nc4nccs4)cc3)CC2=O)cc1C (configuration not stated)	0.7%
CC(C)c1ccc(NC(=O)CCS(=O)(=O)c2ccc(Br)s2)cc1	0.4%
CN(C(=O)CSc1nnc(-c2ccccc2F)o1)C1CCCCC1	6.3%
CC(=O)c1ccc(N2CCN(S(=O)(=O)c3ccc(-c4cnc(C5CC5)o4)cc3)CC2)cc1	-0.2%
CC(=O)N1C[C@H]2CON(C)[C@H]2C[C@H]1c1cccc(N2CCOCC2)c1	-9.7%
CC(=O)Nc1cccc(NC(=O)CSc2nnc3ccc(-c4cccnc4)nn23)c1	0.0%
CCCCN1C(=O)C(=O)N(CC(=O)N2CCN(c3ccccc3)CC2)C1=O	-1.8%
O=C(NNC(=O)C1CCC1)c1ccc(F)cc1	2.4%
COc1ccc(Cc2nc3ccc(C(=O)NCCc4ccc(Cl)cc4)cc3o2)cc1	-27.7%
CCC/C=C/c1ccc(CN2C(C)C(=O)N(Cc3cn(CCC4OCCCO4)nn3)CCS2(=O)=O)cc1 (configuration not stated)	11.2%
COc1ccc2c(c1OC)CN(C)CCc1cc3c(cc1C(=O)C2)OCO3	2.2%
CC(=O)c1ccc(NC(=O)c2cn(-c3ccccc3)nc2-c2ccc(Br)cc2)cc1	-0.8%
O=C(N/N=C/c1cccs1)c1cc(-c2ccc(Cl)s2)[nH]n1	-4.9%
COc1ccc(Nc2nnc(-c3ccc(C)c(S(=O)(=O)N4CCOCC4)c3)c3ccccc23)cc1	-1.6%
O=C(O)c1ccc(Nc2nc3ccccc3c3nncn23)cc1	8.3%
CC(=O)NCCn1c(C)cc2ccccc21	2.7%
NNC(=O)CN1CCCc2ccccc21	-12.1%
COCCCn1c(=N)c(C(=O)NC2CCCC2)cc2c(=O)n3ccccc3nc21	-7.6%
CCOC(=O)c1scc(-c2ccccc2)c1S(=O)(=O)Nc1cc(OC)cc(OC)c1	14.5%
Cc1cc(C)c2sc(N3CCN(C(=O)C4CC4)CC3)nc2c1	6.5%
O=C(Nc1cccc(NC(=O)c2ccc([N+](=O)[O-])o2)c1)c1ccco1	-2.6%
COc1ccc(C(CC(=O)O)NC(=O)Nc2ccccc2)cc1OC (configuration not stated)	-3.9%
CC1(C)CC(=O)C2=C(C1)NC(=O)NC2c1ccc(Cl)cc1 (configuration not stated)	-11.0%
Cc1nn(C)c2c1c(-c1ccccc1)cc(=O)n2Cc1ccccc1F	1.2%
CCCCCCC(C)n1[nH]c(=O)cc1N (configuration not stated)	-8.7%

4 entries drawn at random from those above, as already listed:
SMILES	aSyn tox rescue
CC(=O)NCCn1c(C)cc2ccccc21	2.7%
O=C(Nc1cccc(NC(=O)c2ccc([N+](=O)[O-])o2)c1)c1ccco1	-2.6%
Cc1nn(C)c2c1c(-c1ccccc1)cc(=O)n2Cc1ccccc1F	1.2%
CCOC(=O)c1scc(-c2ccccc2)c1S(=O)(=O)Nc1cc(OC)cc(OC)c1	14.5%

Only part of the results is shown; rates above refer to the full screens.
